TTR transcr act – activators of transthyretin transcription; activation, % at 16.7 µM; SH-SY5Y TTR promoter Gaussia luciferase, luminescence; 100% = recombinant luciferase protein wells; 1.3% of 92,000 active;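 active means activation above the mean of all tested compounds plus 3 SD, cut at about 9.5% in these data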;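 further: cells exposed to compounds for one day before reading; 0% = median of all test compound wells on the plate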
The depositor's hits bear a star.

The opening two entries, to show the layout:
SMILES	TTR transcr act
COC(=O)[C@]12C[C@H](CC(=O)NCCCCc3ccccc3)C(=O)N(Cc3cccc4ccccc34)C1=C[C@H](C(C)(C)C)O[C@@H]2C	-0.9
C/C(=N/NC(=O)CNC(=O)CCc1ccccc1)c1ccc(Cl)c(Cl)c1	-2.4

The listing, from the first entry:
SMILES	TTR transcr act
COC(=O)[C@]12C[C@H](CC(=O)NCCCCc3ccccc3)C(=O)N(Cc3cccc4ccccc34)C1=C[C@H](C(C)(C)C)O[C@@H]2C	-0.9
C/C(=N/NC(=O)CNC(=O)CCc1ccccc1)c1ccc(Cl)c(Cl)c1	-2.4
CCc1ccc(OCc2nnc(-c3ccccc3Br)o2)cc1	-0.7
CCCC1CCC2(CC1)CCC2OC(=S)Nc1ccccc1Br (stereo unspecified)	0.8
Cc1ccccc1-n1nc(C)c2cc(C(=O)N3CCN(S(=O)(=O)c4ccc(F)cc4)CC3)sc21	-2.2
Cc1c(CN2CCC(CO)(Cc3ccccc3)CC2)c2ccccc2n1C	-1.2
N#CCOc1ccc(C2=NO[C@@H]3[C@@H]4C[C@@H]([C@H]5C(=O)N(c6ccc7c(c6)OCO7)C(=O)[C@@H]45)[C@H]23)cc1	2.6
FC(F)(F)c1ccnc(N2CCN(Cc3cnc(-c4ccccc4)[nH]3)CC2)c1	-0.6
O=C(CSc1ncccn1)N1CCN(C(=O)CSc2ncccn2)CC1	-0.8
O=C(CSC(=S)N1CCCC1)N/N=C/c1c(O)[nH]c(=S)[nH]c1=O	0.9
CCOC(=O)c1c(C)nc2c(c1-c1ccccc1)C(=O)CC(C)(C)C2	0.8
COC(=O)c1ccc(Cl)c(NC(=O)CN2CCN(Cc3ccccc3)CC2)c1	-3.3
CC(C)CN(C(=O)c1ccco1)c1nc2ccccc2s1	0.8
Cc1cc(NC(=O)C2(c3ccccc3)CCCC2)no1	-0.6
CCOC(=O)c1cnc2ccc(Cl)cc2c1NCCN(C)C	-1.9
CC(=O)N1CCOc2ccc(S(=O)(=O)N3CCCCC3)cc21	-2.2
CC(C)(C)c1ccc(NC(=O)COC(=O)CCN2C(=O)c3cccc([N+](=O)[O-])c3C2=O)cc1	-0.9
[O-]/[N+](=C\c1cccc(Br)c1)c1ccccc1	1.4
COc1cccc(C(C)(O)c2nc(-c3cccc(C(=O)O)c3)cs2)c1 (stereo unspecified)	1.5
COc1ccc(C2=CCCCCC2)c(OC)c1OC	-0.1
O=C(N/N=C/c1cccs1)C(O)c1ccccc1 (stereo unspecified)	-2.1
Cc1ccc(N2CN(CCc3ccccc3)CNC2=S)cc1	-1.9
COc1ccccc1/C=C/C=N/N1CCN(Cc2ccc(Cl)cc2)CC1	-1.0
Cc1ccc(C(=O)Nc2nccc(C)n2)cc1	1.2
Cc1cc(C)n2c(NC3CCCCC3)c(-c3cccnc3)nc2n1	-0.1
Fc1c(F)c(F)c(CSc2nc3ccccc3[nH]2)c(F)c1F	7.5
CCOCCCNC(=O)C1CCN(S(=O)(=O)N2CCCC2)CC1	1.2
COc1nc(N(C)C)nc(N(C#N)S(=O)(=O)c2ccc(C)cc2)n1	1.0
O=C(O)/C(=C\c1ccccc1)c1ccc2ccccc2c1	1.4
Cc1cnc(C(=O)OCC(=O)Nc2cccc(S(=O)(=O)N3CCCCC3)c2)cn1	1.3
CCOC(=O)N1CCC(Nc2ccc(N3C(=O)C4CCCCC4C3=O)cc2[N+](=O)[O-])CC1 (stereo unspecified)	-0.2
CC(=O)c1cn(CCCCCCCn2cc(C(C)=O)c(=O)[nH]c2=O)c(=O)[nH]c1=O	3.3
COc1ccc(N(C(=O)c2snc(C(N)=O)c2N)C(C(=O)NC2CCCCC2)c2ccc(C)o2)c(OC)c1 (stereo unspecified)	-1.9
CCOc1ccc(N=Cc2c(O)cc(C)oc2=O)cc1	0.0
N#Cc1cc(-c2ccccc2)cnc1Sc1ccc(Cl)cc1	0.9
COc1ccccc1NC(=S)N(CCc1c(C)[nH]c2ccccc12)Cc1cccs1	-1.8
CC12CCC(=O)N1C(C(=O)Nc1nnc(SCc3ccc(F)cc3)s1)CS2 (stereo unspecified)	-1.5
N#Cc1c2c(c(NCCN3CCOCC3)n3c1nc1ccccc13)CCCC2	-1.1
Nc1cc(C(=O)OCC(=O)NCCCc2ccccc2)ccc1Cl	-2.1
O=C(O)c1cccc(S(=O)(=O)N2CC=C(c3ccccc3)CC2)c1	-0.7
CCc1cc(SC#N)cc(C)c1N	0.6
O=[N+]([O-])c1ccc(N/N=C2/CCCCC2c2ccccn2)c([N+](=O)[O-])c1 (stereo unspecified)	-0.1
COC(=O)[C@]12C[C@H](CC(=O)N3CCN(C(=O)C4CC4)CC3)C(=O)N(CCc3ccc(OC)c(OC)c3)C1=C[C@H](COCc1ccccc1)O[C@@H]2C	1.8
Cc1ccc2c(c1)cc(C(=O)N1CCN(c3ccccn3)CC1)n2C	1.1
CCOc1ccc2nc(Cl)c(CN(C(C)=O)C3CCCCC3)cc2c1	0.8
CN(CC(=O)NCCc1ccc(S(N)(=O)=O)cc1)CC(=O)Nc1ccc(Cl)cc1	0.3
CCc1ccccc1NC(=O)CN1CCN(C(=O)CN2C(=O)NC3(CCCC3)C2=O)CC1	1.3
CN(C)CCC(=O)C(Cc1ccccc1)c1ccccc1 (stereo unspecified)	-6.2
CC(=O)NC12CC3CC(C1)CC(C(=O)OCC(=O)c1ccc4c(c1)OCCO4)(C3)C2	5.5
CC(O)(c1cccc(F)c1)c1nc(-c2csc3ccccc23)cs1 (stereo unspecified)	-0.9

(further entries)
SMILES	TTR transcr act
C=CCNC(=S)N/N=C/c1cn(C)c2ccccc12	-0.3
CCCN(CC(=O)Nc1ccccc1C)C(=O)c1cc(C)oc1C	4.0
O=C(/C=C/c1ccccc1)Nc1cccc(S(=O)(=O)Nc2ccccc2F)c1	-1.1
O=C(CCN1C(=O)/C(=C/C=C/c2ccccc2)SC1=S)Nc1nccs1	0.0
CC(C(=O)N1CCc2ccccc21)N1CCN(Cc2ccc(Cl)cc2)CC1 (stereo unspecified)	-0.9
Cc1onc(-c2ccccc2)c1C(=O)Nc1cccc(S(=O)(=O)N2CCCCC2)c1	1.1
COc1ccccc1CN1CCNC(=O)C1CC(=O)NC1CCCCCC1 (stereo unspecified)	-2.5
O=C(Oc1ccccc1OC(=O)N1CCOCC1)N1CCOCC1	-1.3
Cc1onc(-c2c(Cl)cccc2Cl)c1C(=O)c1c[nH]c(C(=O)NC2CC2)c1	1.8
CC1(C)OC2OC(C(=O)N/N=C/c3ccccc3F)C3OC(C)(C)OC3C2O1 (stereo unspecified)	-1.0
O=C(c1cccnc1)N(Cc1ccccc1)C(c1ccccc1)c1nc2ccccc2[nH]1 (stereo unspecified)	-0.9
O=C(Nc1ccc2c(c1)OCCO2)c1ccc(NC(=O)C2CCCO2)cc1 (stereo unspecified)	-0.3
c1ccc(CNc2ncnc3sc4c(c23)CCCC4)nc1	-1.0
Cc1ccc(N=C2NC(=O)/C(=C/c3cccnc3)S2)c(C)c1	1.5
O=[N+]([O-])c1ccc2oc(-c3ccccc3)nc2c1	0.3
COc1ccc(Nc2nnc(SC(C(=O)Nc3cc(C)ccc3C)c3ccccc3)s2)cc1 (stereo unspecified)	1.2
C=CCN1c2ccccc2[C@]23C[C@@H](C(=O)OC)N(C(=O)NCCC)C2=NC(C(=O)OC)=C(C(=O)OC)[C@H]13	0.5
CN(CC(=O)Nc1ccc(Cl)c(C(F)(F)F)c1)C(=O)C1CSC2(C)CCC(=O)N12 (stereo unspecified)	5.3
O=C(C[C@@H]1C/C=C\CC[C@H](Cc2ccc(F)cc2)C(=O)OC[C@@H]2CCCN2C1=O)NCCO	-1.5
Cc1ccc(N(C(=O)c2snc(C(N)=O)c2N)C(C(=O)NCc2ccccc2)c2ccncc2)c(C)c1 (stereo unspecified)	-2.3
O=C1CCCCCCC(=O)[C@H](O)C[C@H](c2ccccc2)O1	3.2
Cc1ccc(-c2c(C(=O)N/N=C/c3ccco3)nnn2-c2nonc2N)cc1	0.1
Nc1nc(Nc2ccccc2)nc(NCCO)c1[N+](=O)[O-]	1.5
O=C1NC[C@H](Cc2ccccc2)N(C[C@H]2CCCN2C[C@H](Cc2ccc(O)cc2)N2C[C@H](Cc3ccc(O)cc3)N(CC3CCCCCC3)C(=O)C2=O)C1=O	-2.7
Cc1ccccc1NC(=O)CCCN1C(=O)C2CC=CCC2C1=O (stereo unspecified)	3.2

Exported field by field: part of the list above.
O=C(/C=C/c1ccccc1)Nc1cccc(S(=O)(=O)Nc2ccccc2F)c1
  TTR transcr act = -1.1
O=C(CCN1C(=O)/C(=C/C=C/c2ccccc2)SC1=S)Nc1nccs1
  TTR transcr act = 0.0

Remaining list, next part
SMILES	TTR transcr act
Cc1ccc(-n2ncc3c2CCCC3NC(=O)c2ccccc2N2CCOCC2)cc1C (stereo unspecified)	-0.6
CCOc1ccc(NC(=O)c2nn(C)cc2Br)cc1	-0.6
CCN(CC)C(=O)c1[nH]cnc1C(=O)N[C@@H](C)c1ccccc1	-1.0
Cc1cc(-c2ccco2)n(CC(=O)NCc2ccccc2)n1	1.1
O=C(CSc1cccc[n+]1[O-])Nc1ccc(Cl)cc1F	11*
Cc1ccc(C(=O)N/N=C/c2ccc(N3CCOCC3)cc2)c(C)c1	-1.4
COc1ccc(NS(=O)(=O)c2ccc(OC)c(NC(=O)CNC(=O)c3ccc(OC)cc3)c2)cc1	-0.8
CCOC(=O)Cn1cc(/C=N/NC(=O)CC#N)c2ccccc21	-0.3
CCOc1ccc(CN(C)CC(=O)Nc2cccc(C)c2)cc1OC	-1.6
Cc1cc(NS(=O)(=O)c2ccc(NC(=O)C(C)Oc3ccc(Cl)cc3)cc2)no1 (stereo unspecified)	1.1
Cc1noc(C)c1COc1ccccc1C(=O)NC(C)c1ccc(Cl)cc1 (stereo unspecified)	-0.3
COc1ccc(NC(=O)CN2C(=O)NC(C)(c3ccc4c(c3)OCCO4)C2=O)cc1S(N)(=O)=O (stereo unspecified)	2.0
CCn1c(SCC(=O)N/N=C/c2c[nH]c3ccccc23)nnc1-c1ccc(Cl)cc1	2.2
Cc1cccc(N2CCN(C(=O)CSc3nnnn3C3CC3)CC2)c1C	-2.3
Cc1nc(-c2ccc(S(=O)(=O)N3CCN(CCc4ccccc4)CC3)s2)cs1	-1.4
CCC(C)C(NC(=O)C1CCC(C)CC1)C(=O)Nc1ccc(OC)cc1 (stereo unspecified)	0.8
CC1(C)CC(c2nc(-c3ccc(Br)cc3)cs2)CCS1 (stereo unspecified)	-1.3
CC1(C(=O)NS(=O)(=O)c2ccccc2)CCN1C(=O)Cc1cccc2ccccc12 (stereo unspecified)	-2.1
O=C(NCCCCNC(=O)c1ccco1)c1ccco1	1.1
C=CCC(NCc1ccco1)c1ccc(OC)cc1 (stereo unspecified)	4.7
CCc1ccc(-c2nc(CSCC(=O)N3CCN(c4ncccn4)CC3)c(C)o2)cc1	-5.0
CC(Oc1ccc2c3c(c(=O)oc2c1)CCCC3)C(=O)NCc1cccnc1 (stereo unspecified)	1.3
COCCN(C(=O)c1ccc(C#N)cc1)c1c(N)n(Cc2ccccc2)c(=O)[nH]c1=O	-1.6
CN(Cc1ccccc1)C(=O)CCNS(=O)(=O)c1ccc2c(c1)oc(=O)n2C	1.8
COc1cc(-c2cc(=O)c3c(O)c(OC)c(OC)c(OC)c3o2)cc(OC)c1OC	0.8

A second format for part of the listing above.
TTR transcr act,Structure
0.8,COc1cc(-c2cc(=O)c3c(O)c(OC)c(OC)c(OC)c3o2)cc(OC)c1OC
-2.3,Cc1cccc(N2CCN(C(=O)CSc3nnnn3C3CC3)CC2)c1C

Other results follow:
SMILES	TTR transcr act
CCN(CC)CCNC(=O)Cn1nc(Cc2ccccc2)c2ccccc2c1=O	-0.1
CC(=O)c1cc(-c2ccccc2)[nH]c1N1CCOCC1	0.8
O=C(Nc1nccs1)c1ccc(COc2ccccc2)o1	-0.4
C#CCOCCOCCOCCNc1nc(N2CCOCC2)nc(N2CCN(C(=O)[C@H](CCC(=O)O)n3cc(C(N)CO)nn3)CC2)n1 (stereo partly specified)	2.0
CN(O)C(=O)Nc1ccc([N+](=O)[O-])cc1	-1.6
COc1ccc(NC(=O)CSc2nc3ccsc3c(=O)n2Cc2ccccn2)c(OC)c1	0.4
NC(=O)c1c(NC(=O)C2CCCO2)sc2c1CCC2 (stereo unspecified)	-0.9
Cc1ccc(SCc2cn3c(C)csc3n2)cc1	5.1
COc1cc2c(cc1OC)C(c1cc(Br)ccc1F)N(C(=O)CCl)CC2 (stereo unspecified)	-2.1
Cc1nnc(SCC(=O)NCc2ccc(F)cc2)[nH]c1=O	1.9
CCN(CC)C(=O)C(=O)Nc1ccc(F)c(Cl)c1	2.1
CCN/C=C(\C#N)S(=O)(=O)c1ccc(Br)cc1	0.1
NC(=O)c1ccc(-c2ncc(-c3ccccc3)o2)cc1	0.3
Cc1cc(-c2onc(C)c2C(=O)Nc2ccc(C(F)(F)F)cc2)no1	-1.7
CC1=C(C(=O)N(C)C)CC(CC(=O)NCc2cccs2)C(=O)N1Cc1ccc(F)cc1 (stereo unspecified)	-1.5
CC(C)(CNC(=O)c1ccc(S(=O)(=O)Nc2cccc(C(F)(F)F)c2)cc1)N1CCOCC1	9.1
NS(=O)(=O)c1cccc(NC(=O)COC(=O)CCSc2ccccc2)c1	3.5
COc1ccc(Cc2nc3ccc(C(=O)NCCc4ccncc4)cc3o2)cc1OC	2.0
COCCCNC(=O)c1ccc(NS(C)(=O)=O)cc1	-3.2
COc1cc(NS(=O)(=O)c2ccc(NC(=S)NC(C)=O)cc2)nc(OC)n1	17*
Cc1oc2ccc(O)c(CN3CCOCC3)c2c1C(C)O (stereo unspecified)	2.8

Not all compounds are listed (hit frequency here may not be typical).
